Source: PubChem
ELG1 DNA repair – ELG1-dependent DNA repair inhibition; HEK293T ELG1-luciferase reporter, luminescence, 16 h; DNA damage induced by 5-fluorouridine; Potency, µM (titrated, usually from 46.1 µM), for inactives: at the highest dose activity change, negative = inhibition, actives largely listed as inhibitors; actives 2.3% (n = 330,000); AID 504467; active = well fitted inhibition curve with a large enough effect; inconclusive = small, poorly fitted or top-dose-only effect, or effect the other way; also: potency is read from the fitted curve at half-maximal effect; nearly all actives have a fitted effect of over 55% in size
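HEK293T cells expressing luciferase-tagged ELG1 (2,000/well) received 5-Fluorouridine plus compound or DMSO for 16 hr at 37 °C. Luciferase was read by ONE-Glo luminescence after 30 min at room temperature.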
KCNH2 3.1 block – inhibitors of human KCNH2 3.1 potassium channel isoform; U2OS KCNH2 3.1, thallium flux FluxOr; hits give low values; activity change, % (tested at about 1.8 µM); actives 0.95% (n = 340,000); AID 720553;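 active = maximum activity change below -70%; inconclusive = maximum activity change from -70% to -50%; inactive = maximum activity change above -50%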;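 also: thallium influx rate constant from kinetic fluorescence after stimulation buffer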
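FluxOr-based Tl+ influx in U2OS cells transduced with KCNH2 3.1 virus; rate constants normalized to DMSO controls.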
An asterisk follows results filed as active; ? = inconclusive. % is scaled to controls: 0 for no effect and ±100 for the full control effect.

SMILES | ELG1 DNA repair | KCNH2 3.1 block
CC(C)(C)c1ccc(-c2nnc(SCC(=O)NCC3CCCO3)n2N)cc1 (configuration not stated) | ? | 11
COc1ccc(C=NOCC(=O)OCC(=O)Nc2ccc(OC)cc2)cc1 | 9% | 15
CC(=O)N1CCN(C(=O)C2CCN(S(=O)(=O)c3ccccc3C(F)(F)F)CC2)CC1 | 0% | -3
CC(C)[C@H](NC(=O)c1ccccc1)C(=O)NC1CCCCCCC1 | 11% | -12
NCCC(=O)NC[C@H]1O[C@@H](n2cnc3c(N)ncnc32)[C@H](O)[C@@H]1O | ? | -2
CCCc1cc(=O)[nH]c(SCC(=O)N2CCCCCC2)n1 | 6% | -3
CC(=O)Nc1cccc(NC(=O)/C=C/c2ccc(S(=O)(=O)N3CCOCC3)cc2)c1 | ? | -4
CC[C@]12c3[nH]c4ccccc4c3CCN1C(=O)C(CC(=O)NCc1ccco1)C[C@@H]2C(=O)N1CCN(C(=O)C2CC2)CC1 (some centres not stated) | 1% | 5
O=C(Nc1cccc(S(=O)(=O)NCc2ccco2)c1)c1ccc(Cl)cc1 | ? | 5
O=C(Nc1cc(S(=O)(=O)Nc2ccc(Cl)cc2)ccc1O)c1ccc(F)cc1F | ? | -12
COc1ccc(-c2c(-c3ccc(OC)c(F)c3)c3ccccc3n2C)cc1 | ? | -2
CCOC(=O)C1=CNS(=O)(=O)NC1c1ccc2ccccc2c1 (configuration not stated) | 28% | 14
Cc1noc(C)c1NC(=O)N(C)C[C@H]1Oc2c(NC(=O)c3ccncc3)cccc2C(=O)N([C@H](C)CO)C[C@@H]1C | ? | 20
Cc1ccsc1C(=O)OCc1nnc(-c2ccccc2)o1 | ? | -49
CC1CCCCC1NC(=O)c1ccc(-n2cncn2)cc1 (configuration not stated) | 4% | 14
N#Cc1cccc(NC(=O)COC(=O)c2ccc[n+]([O-])c2)c1 | -2% | 2
CCN([C@H](CO)C(C)C)S(=O)(=O)c1ccccc1Br | 5% | -7
C[C@H]1CN([C@@H](C)CO)C(=O)c2cccc(NS(=O)(=O)c3ccc(Cl)cc3)c2O[C@@H]1CN(C)CC1CCCCC1 | 4% | -34
COc1ccc(OC)c(NC(=O)COC(=O)CCNc2ccccc2OC)c1 | 6% | -20
CC(C)N(C(=O)[C@H]1C[C@H](CC(=O)NCCCN(C)C)C(=O)N2CCc3c([nH]c4cc(CCC(=O)N(C)C)ccc34)[C@]12C)C(C)C | ? | -5
CCN(C[C@H]1N[C@@](CC)(C(=O)OC)[C@H]2C(=O)N(C)C(=O)[C@@H]12)S(=O)(=O)c1ccc(C)cc1 | 7% | -2
COc1ccc(S(=O)(=O)N2CCCCC2)cc1NS(=O)(=O)c1ccccc1 | -15% | -2
CCCCn1c(N)c(N(C)C(=O)c2c(C)nn(-c3ccccc3)c2C)c(=O)[nH]c1=O | 12% | -2
CC(=O)c1c(C)[nH]c(C(=O)COC(=O)Cc2ccccc2F)c1C | ? | 2
O=C(C[C@H]1C/C=C\C[C@@H](Cc2ccc(F)cc2)C(=O)OC[C@H]2CCCN2C1=O)N[C@H](CO)Cc1ccccc1 | -7% | -1
O=C1CC/C=C\C[C@@H](CC(=O)N(CCO)Cc2ccccc2)C(=O)NC[C@@H](c2ccccc2)O1 | ? | -7
Nc1cc(=O)[nH]c(SCC(=O)Nc2cccc(S(=O)(=O)N3CCCCCC3)c2)n1 | 1% | -10
CN(C)c1ccc(NC(=O)COC(=O)c2ccc3c(c2)OCO3)cc1 | -11% | -20
Cc1cccc(N2CCN(S(=O)(=O)c3ccc(Cl)nc3)CC2C)c1 (configuration not stated) | 3% | -1
COc1ccccc1N(CC(=O)Nc1ccc(C)cc1Cl)S(=O)(=O)c1cccs1 | ? | 9
CCOc1ncccc1C(=O)NNC(=O)CSc1ccc(Cl)cc1 | ? | -4
COc1ccc(OC)c(NC(=O)COC(=O)C2CCCCC2)c1 | 8% | -4
CC1CCCN(C(=O)CN2C(=O)NC(C)(c3ccc4ccccc4c3)C2=O)C1 (configuration not stated) | 0% | 17
CN(Cc1ccccc1)C(=O)c1ccc(NC(=O)C2CCCN(C(=O)OC(C)(C)C)C2)cc1 (configuration not stated) | 21µM* | 0
CCCCCCSc1cc(-c2nc3ccc(C)cn3c2NCCCC)ccc1OC | ? | ?
C=C(C)C(COc1c2occc2cc2ccc(=O)oc12)OC(C)(C)C(O)COc1c2occc2cc2ccc(=O)oc12 (configuration not stated) | ? | -1
O=C(Nc1ccccc1)c1nc[nH]c1C(=O)NCCCCNC(=O)c1[nH]cnc1C(=O)Nc1ccccc1 | ? | 13
CC(C)=CCC/C(C)=C/CNC(=O)C[C@H]1C[C@H](C(=O)N2CCCCC2)[C@@]2(CCc3ccccc3)c3[nH]c4cc(CCC(=O)N(C)C)ccc4c3CCN2C1=O | -11% | -6
COc1ccc(CC(=O)OCC(=O)NC2CCCC(C)C2C)cc1OC (configuration not stated) | ? | -6
COc1ccc(S(=O)(=O)Nc2ccc3c(c2)C(=O)N([C@H](C)CO)C[C@@H](C)[C@@H](CN(C)S(=O)(=O)c2ccc(Cl)cc2)O3)cc1 | -12% | -30

Whole records, quoted from the list:
Listed for COc1ccc(OC)c(NC(=O)COC(=O)C2CCCCC2)c1 : ELG1 DNA repair = 8%; KCNH2 3.1 block = -4
Listed for COc1ccc(S(=O)(=O)Nc2ccc3c(c2)C(=O)N([C@H](C)CO)C[C@@H](C)[C@@H](CN(C)S(=O)(=O)c2ccc(Cl)cc2)O3)cc1 : ELG1 DNA repair = -12%; KCNH2 3.1 block = -30

(list continues)
SMILES | ELG1 DNA repair | KCNH2 3.1 block
COc1ccc(NC(=O)COC(=O)CCSc2ccccc2)cc1 | ? | -2
COc1ccc(NC(=O)Nc2ccc3c(c2)CC(=O)N([C@H](C)CO)C[C@@H](C)[C@H](CN(C)C(=O)Nc2ccccc2)O3)cc1 | 7% | 11
COc1ccc2sc(-c3ccc(N(C)C)cc3)c(-c3ccc4cc[nH]c4c3)c2c1 | ? | -31
CCOC(=O)Cc1csc(NC(=O)COC(=O)/C=C/c2ccc(OC)cc2)n1 | 0% | -12
CCOc1ccccc1NC(=O)c1cc(=O)[nH]c2ccc(S(=O)(=O)N3CCOCC3)cc12 | -14% | -2
Cn1c(SCC(=O)Nc2cccnc2Cl)nnc1-c1ccco1 | 7% | -1
C[C@H](CO)N1C[C@H](C)[C@@H](CN(C)Cc2ccncc2)Oc2c(NC(=O)CCC(F)(F)F)cccc2C1=O | 11% | 13
Cc1ccc(CN2C(=O)C(CC(C)C)Nc3ncnc(N4CCOCC4)c32)cc1 (configuration not stated) | 3% | 12
CCC1Nc2ncnc(N3CCc4ccccc4C3)c2N(Cc2ccc(Cl)cc2)C1=O (configuration not stated) | ? | -48
O=C(C1COc2ccccc2O1)N1CCN(c2ccc(C(F)(F)F)cn2)CC1 (configuration not stated) | ? | 19
COc1ccccc1CNC(=O)CN1C(=O)NC2(CCCCCC2)C1=O | 2% | 0
O=C(COC(=O)c1cnccn1)Nc1cc(S(=O)(=O)N2CCOCC2)ccc1Cl | 18% | 0
CCc1sc(C(=O)NNC(=O)c2cncc(Br)c2)cc1C | -5% | 10
Cc1ccc(S(=O)(=O)N2[C@@H](c3cccc(C)c3)C(C(=O)O)=C[C@H]2CC2CCCC2)cc1 | 5% | -5
CCC(C)Sc1ccc([C@H]2N[C@@](C)(C(=O)OC)[C@H]3C(=O)N(C)C(=O)[C@@H]23)cc1 (some centres not stated) | 25% | -7
CNc1ccc(C(=O)OCC(=O)NC(=O)NC2CCCCC2)cc1[N+](=O)[O-] | 7% | -6
CC1CCCC(C)N1C(=O)COC(=O)c1cc(=O)[nH]c2ccccc12 (configuration not stated) | 7% | 4
CC(C)CCN1C(=O)c2ccc(C(=O)OCC(=O)N(CC(C)C)C3CCS(=O)(=O)C3)cc2C1=O (configuration not stated) | ? | 14
CC(C)NC(=O)N(C)C[C@H]1Oc2c(NC(=O)c3ccc(-c4nccs4)cc3)cccc2C(=O)N([C@@H](C)CO)C[C@H]1C | -1% | -1
CCCn1c(SCC(=O)Nc2cccnc2Cl)n[nH]c1=O | ? | 7
CN(c1ccccc1)S(=O)(=O)c1ccc(Cl)c(C(=O)NCc2ccco2)c1 | -27% | 11
CCN1C(=O)[C@H]2[C@H]3CN=C(SCC4CC4)N3[C@@](Cc3ccccc3)(C(=O)OC)[C@H]2C1=O | 6% | 5
CC(C(=O)Nc1ccc(C(F)(F)F)cc1)N(C)CC(=O)N1CCN(Cc2ccccc2)CC1 (configuration not stated) | ? | -37
Cc1ccc(NC(=O)CCc2ccc(S(=O)(=O)N3CCOCC3)cc2)c(O)c1 | ? | 9
CCN(C[C@H]1N[C@@](CC)(C(=O)OC)[C@H]2C(=O)N(C)C(=O)[C@@H]12)C(C)=O | 2% | 11
COc1cc2cnc(-c3ccsc3)cc2cc1OC | ? | 20
O=C(COC(=O)c1cccc(F)c1)NCCC1=CCCCC1 | 15% | -11
Cc1cc(C)n(-c2ccc(C(=O)NCC(=O)Nc3cc(Cl)ccc3Cl)cc2)n1 | 5% | -13
CCN(C[C@H]1N[C@@](C)(C(=O)OC)[C@H]2C(=O)N(C)C(=O)[C@@H]12)S(=O)(=O)c1ccc(C(F)(F)F)cc1 | -1% | -44
C[C@]12c3[nH]c4cc(-c5ccco5)ccc4c3CCN1C(=O)[C@@H](CC(=O)NCCC1=CCCCC1)C[C@@H]2C(=O)N1CCCCC1 | -12% | 3
Cc1c(NS(=O)(=O)c2cccc(C(=O)N3CCC(C(N)=O)CC3)c2)c(=O)n(-c2ccccc2)n1C | 9% | -20
COc1ccccc1CNC(=O)CN(C)CC(=O)Nc1ccccc1Br | ? | -32
C[C@@H]1COC(=O)[C@H](Cc2ccc(F)cc2)CC/C=C/C[C@@H](CC(=O)N[C@@H](CO)Cc2ccccc2)C(=O)N1 | -13% | 9
COc1ccc(NC(=O)N(C)C[C@H]2Oc3ccc(NC(=O)Cn4cnnn4)cc3C(=O)N([C@H](C)CO)C[C@@H]2C)cc1 | 19% | 26
CCOC(=O)C1=C(c2ccccc2)c2ccccc2N(S(=O)(=O)C(F)(F)F)C1C(=O)OCC (configuration not stated) | 16µM* | -1
O=C(Cc1ccc(F)cc1)N[C@@H]1c2ccccc2CC[C@@H]1OCc1ccccc1 | ? | 5
CC(NC(=O)C12CC3CC(CC(C3)C1)C2)C(=O)NN=Cc1ccc([N+](=O)[O-])o1 (configuration not stated) | -24% | -21
O=C(COC(=O)Cc1c(Cl)cccc1Cl)NCc1ccco1 | ? | -1
CC(=O)NCCc1ccc(C(=O)COC(=O)c2ccco2)cc1 | ? | 1
Cc1ccc(C(=O)O)cc1NC(=O)C1CCN(S(=O)(=O)c2ccc3c(c2)OCCO3)CC1 | 11% | 5
COc1ccc(S(=O)(=O)N2CCN(CC(=O)N3CCOCC3)CC2)cc1OC | 12% | -1
C[C@H]1CN([C@@H](C)CO)C(=O)c2cccc(NC(=O)Nc3ccc(C(F)(F)F)cc3)c2O[C@H]1CN(C)C | 24% | 7
CCSc1nnc(SCC(=O)Nc2cc(C)on2)s1 | 8% | -20
C=CC[C@H](CC(=O)NCCO)C(=O)NC[C@@H](OC(=O)[C@@H](CC=C)CC(=O)OC(C)(C)C)c1ccccc1 | -7% | -6
O=C1CCC/C=C\C[C@@H](CC(=O)N(CCO)Cc2ccccc2)C(=O)N[C@H](c2ccccc2)CO1 | 6% | 2
CC(C)C(=O)COc1c2occc2cc2ccc(=O)oc12 | 8% | 3
O=C(Cc1ccc(Br)cc1)OCC(=O)N1CCOCC1 | 15% | 4
CCN1C[C@@H]2[C@@H]3C(=O)N(Cc4ccccc4)C(=O)[C@@H]3[C@](C)(C(=O)OC)N2C1=NC1CCCCC1 | 22% | -6
CCN(CC)C(=O)[C@H]1C[C@H](CC(=O)NCC23CC4CC(CC(C4)C2)C3)C(=O)N2CCc3c([nH]c4ccc(Cl)cc34)[C@]12C | ? | -21
COc1ccc(OC)c(-n2c(SCC(=O)NCC3CCCO3)nc3ccccc3c2=O)c1 (configuration not stated) | 13% | 4
COc1ccc2cc(C[C@@H]3CC[C@@H](CO)O3)ccc2c1 | ? | 1
O=C(COC(=O)c1ccc(S(=O)(=O)NCc2ccco2)cc1)NCc1ccccc1 | 9% | -2

Grouped by structure, those above with a furan ring, fused or not (eleven)
SMILES | ELG1 DNA repair | KCNH2 3.1 block
CC[C@]12c3[nH]c4ccccc4c3CCN1C(=O)C(CC(=O)NCc1ccco1)C[C@@H]2C(=O)N1CCN(C(=O)C2CC2)CC1 (some centres not stated) | 1% | 5
O=C(Nc1cccc(S(=O)(=O)NCc2ccco2)c1)c1ccc(Cl)cc1 | ? | 5
C=C(C)C(COc1c2occc2cc2ccc(=O)oc12)OC(C)(C)C(O)COc1c2occc2cc2ccc(=O)oc12 (configuration not stated) | ? | -1
Cn1c(SCC(=O)Nc2cccnc2Cl)nnc1-c1ccco1 | 7% | -1
CN(c1ccccc1)S(=O)(=O)c1ccc(Cl)c(C(=O)NCc2ccco2)c1 | -27% | 11
C[C@]12c3[nH]c4cc(-c5ccco5)ccc4c3CCN1C(=O)[C@@H](CC(=O)NCCC1=CCCCC1)C[C@@H]2C(=O)N1CCCCC1 | -12% | 3
CC(NC(=O)C12CC3CC(CC(C3)C1)C2)C(=O)NN=Cc1ccc([N+](=O)[O-])o1 (configuration not stated) | -24% | -21
O=C(COC(=O)Cc1c(Cl)cccc1Cl)NCc1ccco1 | ? | -1
CC(=O)NCCc1ccc(C(=O)COC(=O)c2ccco2)cc1 | ? | 1
CC(C)C(=O)COc1c2occc2cc2ccc(=O)oc12 | 8% | 3
O=C(COC(=O)c1ccc(S(=O)(=O)NCc2ccco2)cc1)NCc1ccccc1 | 9% | -2

These rows are one share of the data. The share of hits here may be higher or lower than overall.
